# Source: PubChem BioAssay (National Center for Advancing Translational Sciences (NCATS))
# SNCA viab count: reduces viability of HEK-293 SNCA reporter cells; Potency, µM (highest dose often 57.1 µM), for inactives: top-dose activity change, negative = cytotoxicity, usual class: cytotoxic; AID 1671193; 150,000 compounds, 0.12% hits; HEK-293-SNCA-luc viability, GF-AFC fluorescence, 24 h;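 further: potency means the concentration at half of the fitted maximal effect; 0% = DMSO-treated cells and -100% = medium-only wells without cells; nearly all actives have a fitted effect of over 30% in size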
#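 Cytotoxicity counterscreen: after 24 h compound treatment of genome-edited SNCA-luciferase HEK-293 cells, live-cell protease substrate GF-AFC read by fluorescence after 30 min; activity scaled between DMSO (0%) and medium-only (-100%), curves Hill-fitted.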
# HEK cytotox: kills HEK 293 cells; HEK 293 viability, ATP luminescence (CellTiter-Glo), 48-72 h; Potency, µM (highest dose often 115 µM), for the others: at the highest dose activity change, negative = cytotoxicity, usual class: inhibitors; 94,000 compounds, 6.6% hits; AID 1345083; further: potency means the concentration at half of the fitted maximal effect; nearly all actives have a fitted effect of over 60% in size
#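 Cytotoxicity was scored by loss of ATP-coupled luminescence (CellTiter-Glo) in HEK 293 cells. Compound treatment ran 48 or 72 hr at 37 degree Celsius, 5% CO2, 95% humidity.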
# GPT2 inhibitor: blocks human glutamate pyruvate transaminase 2. Q8TD30. Recombinant GPT2, coupled pyruvate oxidase/HRP Amplex Red fluorescence. Potency, µM (doses to about 57.7 µM), for the others: top-dose activity change, negative = inhibition, actives largely listed as inhibitors. 100,000 compounds, 0.25% hits; further: potency means the concentration at half of the fitted maximal effect; nearly all actives have a fitted effect of over 60% in size; many of its hits are not listed in these tables
#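 Inhibition is scored from Amplex Red fluorescence generated when pyruvate oxidase and HRP act on pyruvate released by GPT2. Reactions contain 10ng/uL enzyme, 250uM a-KG and 2mM L-alanine and run 30 min at room temperature.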
# IP6K1 inh: IP6K1 kinase inhibition; activity change, % (series mostly up to about 58 µM); Q92551; AID 1645851; 140,000 compounds, 0.81% hits; IP6K1 kinase, ADP-Glo luminescence, 2 h; stronger effect = lower value; in the data active means activity change below about -25%
# Target sequence (Q92551 whole entry, looked up): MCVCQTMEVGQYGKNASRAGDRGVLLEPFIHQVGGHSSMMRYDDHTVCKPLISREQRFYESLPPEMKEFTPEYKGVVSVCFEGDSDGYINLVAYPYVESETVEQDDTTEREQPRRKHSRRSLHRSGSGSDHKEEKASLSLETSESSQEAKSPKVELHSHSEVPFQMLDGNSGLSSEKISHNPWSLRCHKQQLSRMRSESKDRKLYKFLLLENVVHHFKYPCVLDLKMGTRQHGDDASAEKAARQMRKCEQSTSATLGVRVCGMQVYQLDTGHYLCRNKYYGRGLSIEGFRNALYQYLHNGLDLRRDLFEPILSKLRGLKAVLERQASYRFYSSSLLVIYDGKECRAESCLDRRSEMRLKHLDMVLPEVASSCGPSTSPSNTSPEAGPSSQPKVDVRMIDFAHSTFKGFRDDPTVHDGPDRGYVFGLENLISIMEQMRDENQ
#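 ADP-Glo luminescence measures ADP made by human IP6K1 during a 2 h RT reaction with ATP/IP6 (mix at 1.3 mM/130 uM); top library doses 57.5 and 19.1 uM final.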
# FLuc inh: blocks purified firefly luciferase enzyme activity; purified P. pyralis luciferase, luminescence, biochemical; Potency, µM (titrated, usually from 115 µM), for the others: at the highest dose activity change, negative = inhibition, most hits filed as inhibitors; 76,000 compounds, 2.5% hits; further: potency means the concentration at half of the fitted maximal effect; nearly all actives have a fitted effect of over 65% in size
# Target sequence (P08659 whole entry, looked up): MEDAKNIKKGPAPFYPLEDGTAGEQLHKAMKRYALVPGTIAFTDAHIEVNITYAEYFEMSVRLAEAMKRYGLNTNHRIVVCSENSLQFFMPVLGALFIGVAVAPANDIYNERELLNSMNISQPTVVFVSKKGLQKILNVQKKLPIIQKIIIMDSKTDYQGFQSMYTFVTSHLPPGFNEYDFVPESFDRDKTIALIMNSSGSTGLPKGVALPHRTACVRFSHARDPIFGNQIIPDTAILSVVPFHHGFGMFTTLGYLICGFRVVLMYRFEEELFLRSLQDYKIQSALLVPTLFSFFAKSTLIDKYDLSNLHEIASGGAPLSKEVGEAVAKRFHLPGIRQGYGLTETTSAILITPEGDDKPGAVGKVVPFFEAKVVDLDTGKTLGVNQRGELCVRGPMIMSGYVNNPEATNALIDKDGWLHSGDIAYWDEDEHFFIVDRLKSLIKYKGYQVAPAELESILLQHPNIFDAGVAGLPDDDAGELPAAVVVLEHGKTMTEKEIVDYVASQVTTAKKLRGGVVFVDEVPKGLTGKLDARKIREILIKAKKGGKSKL
#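 Luminescence read by CCD imager after adding enzyme (10nM final) to wells holding compound, titrated in qHTS. Substrates 10uM each D-luciferin and ATP; buffer 50mM Tris acetate pH 7.5, 10mM Mg acetate, Tween-20, BSA.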
# NIH3T3 tox: kills NIH 3T3 cells; NIH 3T3 viability, CellTiter-Glo ATP luminescence, 48-72 h; Potency, µM (doses to about 96.7 µM), for inactives: at the highest dose activity change, negative = cytotoxicity, usual class: inhibitors; 94,000 compounds, 4.3% hits; further: potency means the concentration at half of the fitted maximal effect; nearly all actives have a fitted effect of over 55% in size
#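 ATP-dependent luminescence (CellTiter-Glo) served as the viability signal for NIH 3T3 cells treated with compound for 48 or 72 hr at 37 °C.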
# SNCA expr inh: inhibitors of alpha-synuclein (SNCA) gene expression; HEK-293 SNCA-luciferase knock-in, luminescence, 24 h; Potency, µM (top dose mostly 57.2 µM), for inactives: at the highest dose activity change, negative = inhibition, usual class: inhibitors; 140,000 compounds, 0.17% hits; AID 1671194;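 further: potency means the concentration at half of the fitted maximal effect; plate controls were DMSO cells for no effect and cell-free wells for full effect; nearly all actives have a fitted effect of over 45% in size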
# An asterisk follows results filed as active; i = inactive; ? = inconclusive; . = no result given; & = joins results of further samples; [ ] = remark or other dose. Unless noted, the call rests on the fitted dose curve; in most records, active means well fitted curve in the direction sought with a large enough effect; inconclusive means small, poorly fitted or top-dose-only effect, or another doubt; inactive means no such curve, though single readings can be large; an effect the other way counts as inactive or inconclusive. Unless noted, on the % scale 0 is the no-effect control and ±100 the full control effect. An unsorted share of the library. Share with any hit: about 7.7%.
compound | SNCA viab count | HEK cytotox | GPT2 inhibitor | IP6K1 inh | FLuc inh | NIH3T3 tox | SNCA expr inh
C[N+](C)(C)CCOP(=O)(O)OP(=O)([O-])OC[C@H]1O[C@@H](n2ccc(N)nc2=O)[C@H](O)[C@@H]1O | 5% | . | i | . | . | . | 18%
CCn1nccc1C(=O)N1CC[C@H]2C(=O)NCCCCCCN(Cc3ccncc3)[C@@H]2C1 | 7% | -14% | i | 5 | -9% | -2% | 33%[activator]
Cc1sc2ncn(CC(=O)N3CCN(c4ccc(F)cc4)CC3)c(=O)c2c1S(=O)(=O)N1CCC(C)CC1 | -7% | . | . | 9 | . | . | -7%
CCc1ccc(S(=O)(=O)N2CCC(n3cnnc3CCOC)CC2)cc1 | 11% | -5% | 3% | 3 | 6% | ? | 5%
COc1cccc(CN(Cc2ccco2)c2cnc(S(C)(=O)=O)nc2C(=O)Nc2cccc(Cl)c2C)c1 | 0% | . | . | -28* | . | . | 0%
CCC1=C(C(=O)OC)C(c2ccc(C)cc2)N2C(CC(=O)N3CCCC3)=CSC2=N1 (centres undefined) | -15% | ? | i | 5 | -10% | -18% | 5%
CCn1ccc(C(=O)NCCc2noc(-c3ccncc3)n2)n1 | -6%[12.5 µM] | 0% | -4% | 5 | 2% | -7% | 3%
CCc1cccc(NC(=O)C2CCCCC(=O)N2)c1 (centres undefined) | 1% | 1% | -4% | 14 | -1% | -4% | 0%
O=C(Cn1cc(SCc2ccc(C(F)(F)F)cc2)c2ccccc21)N1CCCCCC1 | -7% | . | . | -19 | . | . | 94%[activator]
COCc1nn(CC(=O)N(C)Cc2nccs2)c(=O)n1-c1ccccc1 | 0% | 1% | -27% | 4 | -1% | -8% | 6%
Cc1cc(C)cc(C(=O)NC2CCCN(c3cc(-c4ccc(F)cc4)[nH]n3)C2)c1 (centres undefined) | ? | 45µM* | -27% | 2 | -12% | ? | 0%
O=C1N(C2CCOCC2)C[C@H]2CN(Cc3ccccc3F)CCN12 | 1%[87.6 µM] | -18%[172 µM] | 4%[88.5 µM] | -10 | -10%[172 µM] | -11%[138 µM] | 5%[87.6 µM]
O=C1NCCCCCCN(Cc2ccncc2)[C@@H]2CN(C(=O)c3cccs3)CC[C@@H]12 | -1% | i | i | 12 | -2% | -5% | -19%
COc1ccc(NC(=O)C2CCN(c3cnccn3)CC2)cc1Cl | 2% | . | . | -7 | . | . | 9%
O=C(NCC1CCCCC1)C1CCN(C(=O)c2ncn3c2COC(c2ccc(F)cc2)C3)CC1 (centres undefined) | 4% | -2% | 5% | 4 | -21% | i | -2%
Cc1nn(-c2ccccc2)c2c1C(C1CC1)N(C1CN(C(=O)Cc3ccccn3)C1)C2=O (centres undefined) | . | ? | . | 16 | . | ? | .
O=C(NCC(c1ccc2c(c1)OCO2)N1CCN(c2ccccc2)CC1)c1ccc(F)c(F)c1 (centres undefined) | -15% | . | . | 29 | . | . | -7%
COc1ccc(-n2nnnc2N2CCN(C(=O)Nc3ccc(C)c(F)c3)CC2)cc1C | -5% | ? | 2% | 5 | . | ? | -27%
Cc1cccc(N2CCN(C(=O)Cn3nc(C)c4sc5ccccc5c4c3=O)CC2)c1C | -3% | . | . | 11 | . | . | -7%
CN(CC(N)=O)C(=O)[C@@H]1[C@@H](NC(=O)Nc2ccc(F)cc2F)CCN1C(=O)CC(C)(C)C | 0% | -2% | 2% | -15 | 2% | -4% | 5%
CCOC(=O)CNC(=O)[C@@H]1CCCN1C(=O)Cc1ccccc1 | -13% | . | ? | -1 | . | . | .
COc1cc(NC(=O)C(=O)Nc2ccc3nc4n(c(=O)c3c2)CCCCC4)cc(OC)c1OC | -2% | . | . | 3 | . | . | 18%
COc1cccc2cc(-c3cn4c(n3)sc3cc(F)ccc34)c(=O)oc12 | 0% | . | . | 6 | . | . | -7%
C=C1C(=O)OC2/C=C(\CO)CC/C=C(\C=O)C(OC)C(OC(=O)C(C)CC)C12 (centres undefined) | -31%[23.9 µM] | . | i | 6 | . | . | .
CC(C)CCN1CCC(Oc2ccc(C(N)=O)cn2)CC1 | -8% | 5% | i | 1 | -2% | -4% | 9%
O=C(C1CC1)N1CCC(c2nc(-c3ccc4nc[nH]c4c3)no2)CC1 | 1% | -29% | 5% | 1 | 0% | -23% | 14%
O=C(O)c1cccc(Nc2ncnc3scc(-c4ccccc4)c23)c1 | -14% | . | . | 16 | . | . | 12%
Cn1cc(CN2C[C@H](C(=O)Nc3cccc(F)c3)C[C@H]2c2cccc(C(F)(F)F)c2)cn1 | -8% | ? | 2% | 7 | -6% | ? | -14%
CCOC1CCOC2(CCN(C(=O)c3ccn(CC)n3)CC2)C1 (centres undefined) | 3%[12.5 µM] | 6% | i | 0 | -9% | -10% | -18%
COc1cccc(C2C(C(N)=O)=C(C)Nc3nc(CCCO)nn32)c1 (centres undefined) | -4% | . | . | 7 | . | . | 1%
CCOc1ccc(NC(=O)CSc2oc(-c3ccco3)nc2S(=O)(=O)c2ccc(C)cc2)cc1 | -6% | . | . | -4 | . | . | -1%
CC1CCCN1Cc1c(C(=O)N2CCCCCCC2)nc2sccn12 (centres undefined) | -21% | ? | 2% | 6 | 0% | 1% | 10%
O=C(NCC1(O)CCCN(C(=O)c2cccs2)CC1)N1CCOCC1 (centres undefined) | 1% | i | -3%[11.5 µM] | -9 | -4% | i | 18%
Cc1ccccc1NC(=O)Nc1ccnn1C1CCN(C(=O)CCN)CC1 | -9% | -16% | ? | 13 | 10% | -3% | ?
Cc1cccc(N2CCN(C(=O)c3cc4c(=O)oc5ccccc5c4s3)CC2)c1C | 0% | . | . | 19 | . | . | -5%
O=C(c1ccc2c(c1)OCO2)N1CCC2(CC1)CC(c1cccc(C(F)(F)F)c1)=NO2 | -14% | ? | -18% | -11 | 16% | ? | -25%
CCn1nc(-c2ccccc2S(=O)(=O)NC(C)(C)C)nc1N(C)C | 2% | ? | 3% | -11 | 7% | -27% | 19%
CCc1noc(-c2cccn3c(CNC(=O)COc4cccc(C)c4)nnc23)n1 | 9% | -3% | 5% | 10 | -3% | -27% | -32%
CN(C)C[C@@H]1CN(C2CCOCC2)C[C@H]1NC(=O)c1cc2ccccc2[nH]1 | -9% | 32µM* | -17% | 23 | 4% | ? | 1%
CC(C)(C)C(=O)N1CCC2(C1)C(=O)N(CCc1ccccc1)c1ccccc12 (centres undefined) | -8%&-1% | ? | ? | 2&18 | -25%&-31% | ? | 23%&6%
COCCCNC(=O)c1sc2nc(C)c(C(=O)Nc3ccc(C)cc3C)c(-c3ccc(Br)cc3)c2c1N | 7% | . | . | -17 | . | . | -24%
COc1cccc(CN(C)CC(C)N2CCOCC2)c1O (centres undefined) | -8% | i | -4% | 23 | -1% | -2% | 3%
Cc1ccc(NC(=O)Nc2nnc(SCC(=O)Nc3ccc(F)cc3F)s2)cc1 | -10% | . | . | -10 | . | . | 1%
Cn1ccc2c(C(=O)NCc3cccnc3)nc(-c3ccc(N4CCOCC4)cc3)cc21 | -7%[87.6 µM] | 112µM* | 5%[88.5 µM] | 7 | 14µM* | ? | 94%[activator][87.6 µM]
CC(C)(C)OC(=O)N1CCC(c2c(C(=O)NCc3ccco3)cnn2-c2ccc(F)cc2F)CC1 | -20% | . | . | -16 | . | . | -7%
CCNC(=O)N1C[C@@H]2OCC(=O)N(CC3CC3)[C@@H]2C1 | 6%[87.6 µM] | i | -5%[88.5 µM] | 14 | 0%[230 µM] | 4%[230 µM] | -16%[87.6 µM]
CCOC(=O)C1CCCN(C(=O)c2ccc3c(c2)N(Cc2ccc(Cl)cc2)C(=O)c2ccccc2S3=O)C1 (centres undefined) | -8% | . | . | 6 | . | . | -5%
CSc1ccc(C(=O)N2CCC(n3nccc3NC(=O)CC(C)C)CC2)cc1 | 9% | -30% | -10% | 21 | -9% | ? | -9%
O=C1CO[C@H]2CCN(Cc3ccncc3Cl)CC[C@@H]2N1c1ccccc1 | -4%[87.6 µM] | 45µM* | i | -7 | -5%[172 µM] | 79µM* | -15%[87.6 µM]
Cc1cccc(NC(=O)C2CCC(CNS(=O)(=O)c3csc(C(N)=O)c3)CC2)c1C (centres undefined) | -16% | . | . | 14 | . | . | 51%[activator]
COc1cccc(-c2c(C(=O)NCCCc3ccccc3)nc3sccn23)c1 | -15% | ? | -4% | 4 | . | ? | ?
Cc1cnc(CC2CCN(C(=O)c3cccc4[nH]ccc34)CC2)n1CC1CC1 | 12% | i | i | -8 | ? | -2% | 175%[activator]
CCOc1ccc(NC(=O)Cn2c(C)ccc(C#N)c2=O)cc1 | -6% | . | . | 8 | . | . | 3%
Cn1nccc1C(=O)NC1CCCN(c2cc(N3CCCC3)ncn2)C1 (centres undefined) | -10% | -2% | ? | 6 | -19% | -10% | 36%
O=C(Nc1ccc(F)c(F)c1)C1CCCN(S(=O)(=O)c2cccc3nonc23)C1 (centres undefined) | 0% | . | . | -5 | . | . | 29%
CCn1ncc(N2CCC(NC(=O)Cc3ccc(OC)cc3)CC2)cc1=O | 0% | i | i | 10 | 0% | -11% | 16%
Cc1nn(-c2ccccc2)c2c1C(C)N(C1CCN(C(=O)C(C)C)C1)C2=O (centres undefined) | . | ? | . | -5 | . | ? | .
CC(C)n1cnnc1-c1nn(C)c2c1CN(C(=O)CC1CCCC1)CC2 | 5% | 3% | 2% | -12 | 1% | 1% | -24%
COC1CCN(c2cc(-c3cccc(C(F)(F)F)c3)nc3c(C)noc23)CC1 | 1%[87.6 µM] | ? | -7%[88.5 µM] | 3 | 10%[172 µM] | ? | ?
COc1ccc(-c2cc(C(=O)NCCc3ccc(Cl)cc3)[nH]n2)cc1 | 13% | . | . | 5 | . | . | -1%
COCCN1Cc2ccc(NCC(C)C)nc2C(C)(C(=O)NCc2cccnc2)C1 (centres undefined) | 11%[87.6 µM] | ? | ? | 10 | -15%[172 µM] | -37%[138 µM] | 10%[87.6 µM]
COc1ccc(NC(=O)C2CCc3nnc(C4CCN(C(C)=O)CC4)n32)cc1 (centres undefined) | 8%[12.5 µM] | -19%[172 µM] | i | 37 | . | -17%[138 µM] | 11%[87.6 µM]
CCC(C)NC(=O)c1sc2nc(C)c(C(=O)Nc3ccc(C)cc3C)c(-c3ccc(Cl)cc3)c2c1N (centres undefined) | ? | . | . | 13 | . | . | -11%

# Pulled by structure from the list above:
compound | SNCA viab count | HEK cytotox | GPT2 inhibitor | IP6K1 inh | FLuc inh | NIH3T3 tox | SNCA expr inh
CCc1noc(-c2cccn3c(CNC(=O)COc4cccc(C)c4)nnc23)n1 | 9% | -3% | 5% | 10 | -3% | -27% | -32%
Cn1nccc1C(=O)NC1CCCN(c2cc(N3CCCC3)ncn2)C1 (centres undefined) | -10% | -2% | ? | 6 | -19% | -10% | 36%
CCC(C)NC(=O)c1sc2nc(C)c(C(=O)Nc3ccc(C)cc3C)c(-c3ccc(Cl)cc3)c2c1N (centres undefined) | ? | . | . | 13 | . | . | -11%
